High-throughput results: PubChem, National Center for Advancing Translational Sciences (NCATS)
A-T KAP1 phos: potential ataxia-telangiectasia treatments restoring KAP-1 phosphorylation; […] A-T fibroblasts, KAP-1 phosphorylation AlphaLISA; neocarzinostatin DNA damage 30 min before lysis; Potency, µM (highest dose often 57.5 µM), inactives show top-dose activation, most hits filed as activators; 320,000 compounds, 0.19% hits; further: potency means the concentration at half of the fitted maximal effect; % of control where 0% means no effect; nearly all actives have a fitted effect of over 45% in size
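ATM-like activity read as KAP-1 phosphorylation via AlphaLISA donor/acceptor antibody pairs after lysis and 6 hr at 25C. Cells were ATM-null patient fibroblasts ([…], hTERT), dosed 60 min, then exposed to the DSB inducer NCS for 30 min.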
TCR activator: T cell receptor activation; primary human leukocytes, anti-CD3, IL-2 HTRF, 48 h; Potency, µM (titrated, usually from 9.22 µM), for the others: at the highest dose activation of IL-2 secretion, actives largely listed as activators; 330,000 tested, under 10 active; further: % of control where 0% means no effect
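Human primary leukocytes + a-CD3 beads + cpd, 48 hr; IL-2 in supernatant by HTRF (ex 320nm / em 665nm). No co-stimulatory signal supplied.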
BCR signal inh: blocks chronic active B-cell receptor signaling. ABC-DLBCL IkBa-CBG/CBR reporter, luminescence ratio, 4 h. Potency, µM (titrated, usually from 46.1 µM), inactives show at the highest dose ratio change, negative = lower green/red ratio, hits mostly inhibitors. 340,000 compounds, 0.05% hits. AID 493014; active means well fitted inhibition curve with a large enough effect in the signal ratio, with a control signal flat, not every such curve was filed as active; inconclusive means small, poorly fitted or top-dose-only effect, or effect the other way, or a change in a side signal; the % refers to the signal ratio;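 further: potency means the concentration at half of the fitted maximal effect; plate controls were basal doxycycline-induced cells for no effect and cells given 10 µM MG132 for full effect; MG132 reads +100%, hits lower the ratio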
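Compounds up to 46 uM were incubated four hours with TMD8 cells whose green CBG68 luciferase is fused to IkappaBalpha; red CBR luminescence normalised the signal, and concentration-effect curves were fitted to fusion, red and ratio data.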
GALK inhibitor: inhibitors of human galactokinase; P51570; Purified GALK, Kinase-Glo residual ATP luminescence; Potency, µM (titrated, usually from 57.5 µM), for the others: at the highest dose activity change, negative = inhibition, most hits filed as inhibitors; 270,000 compounds, 0.007% hits; further: potency means the concentration at half of the fitted maximal effect; on the % scale 0 is the no-effect control and ±100 the full control effect
Target sequence (P51570 whole entry, looked up): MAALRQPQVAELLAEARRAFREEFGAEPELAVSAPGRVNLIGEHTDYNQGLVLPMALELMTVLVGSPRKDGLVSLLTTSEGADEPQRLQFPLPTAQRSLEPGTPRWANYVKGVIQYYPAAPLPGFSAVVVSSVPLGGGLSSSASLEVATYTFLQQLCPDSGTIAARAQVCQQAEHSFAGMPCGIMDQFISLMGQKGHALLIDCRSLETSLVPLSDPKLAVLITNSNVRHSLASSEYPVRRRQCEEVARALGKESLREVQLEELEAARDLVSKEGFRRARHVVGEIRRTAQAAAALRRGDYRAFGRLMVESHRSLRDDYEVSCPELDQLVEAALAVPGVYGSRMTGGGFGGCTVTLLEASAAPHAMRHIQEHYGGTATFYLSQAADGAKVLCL
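Human GALK (5 nM) with 35 uM ATP and 100 uM galactose in 20 mM HEPES pH 8.0, 5 mM MgCl2, 60 mM NaCl, 1 mM DTT, 0.01% BSA. After 1 h at room temperature, leftover ATP was read by Kinase-Glo Plus luminescence.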
TSHR antagonist: human thyrotropin receptor antagonism; P16473; TSHR-expressing cells, TSH-stimulated cAMP HTRF, 2 h; active compounds read low; activity change, negative = inhibition, % at 11.5 µM; AID 504810; 330,000 compounds, 0.2% hits;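 active means activity change below a set negative limit, meaning inhibition stronger than a set level, cut at about -70% in these data; inconclusive means activity change between two set negative limits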; further: on the % scale 0 is the no-effect control and ±100 the full control effect
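Freshly harvested TSHR cells receive pin-tooled compound, then EC80 TSH at 4nM final. After 2 hours at 37 deg C, antibody in lysis buffer and cAMP-d2 are added; 30 minutes at ambient temperature precede the HTRF read.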
Tb PFK block: blocks T. brucei phosphofructokinase. O15648. T. brucei PFK, ADP-Glo luminescence. Potency, µM (highest dose often 57.5 µM), for the others: at the highest dose activity, negative = inhibition, actives largely listed as inhibitors. 330,000 compounds, 0.17% hits. AID 485367;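 further: potency means the concentration at half of the fitted maximal effect; 0% = uninhibited 1x PFK enzyme wells and -100% = no-enzyme wells; nearly all actives have a fitted effect of over 60% in size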
Target sequence (O15648 whole entry, looked up): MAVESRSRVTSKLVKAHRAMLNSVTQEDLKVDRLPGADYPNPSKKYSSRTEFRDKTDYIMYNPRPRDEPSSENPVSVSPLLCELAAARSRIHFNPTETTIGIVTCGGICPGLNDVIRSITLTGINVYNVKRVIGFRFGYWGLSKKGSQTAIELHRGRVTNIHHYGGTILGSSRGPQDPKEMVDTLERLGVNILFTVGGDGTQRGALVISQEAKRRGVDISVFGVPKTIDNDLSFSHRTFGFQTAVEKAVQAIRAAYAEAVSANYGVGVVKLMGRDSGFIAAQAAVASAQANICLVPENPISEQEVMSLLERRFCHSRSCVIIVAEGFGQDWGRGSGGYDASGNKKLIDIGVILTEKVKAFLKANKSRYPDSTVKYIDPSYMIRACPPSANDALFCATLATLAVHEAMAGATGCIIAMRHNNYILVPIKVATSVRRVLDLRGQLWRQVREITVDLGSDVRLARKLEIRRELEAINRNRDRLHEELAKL
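Activity is normalized to no-enzyme wells (full inhibition) and 1.25 nM enzyme wells (no inhibition). Reaction: 0.5 mM F6P, 0.1 mM ATP, 45 min RT, ADP-Glo luminescence; concentration-response curves fitted and classed by quality.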
KCNH2 WT inh: KCNH2 (human, wildtype) channel inhibition | AID 720551 | activity change, % at 1.84 µM | 340,000 compounds, 0.37% hits | U2OS, BacMam KCNH2, thallium flux FluxOr; active compounds read low | Q12809;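 active means maximum activity change below -70%; inconclusive means maximum activity change between -70% and -50%; inactive means maximum activity change above -50%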; further: on the % scale 0 is the no-effect control and ±100 the full control effect
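U2OS cells were transduced with wild-type KCNH2 virus (2.03 x 10^8 / mL) for 4 h at room temperature, then cultured overnight at 37 C. Thallium flux was read with FluxOr dye. Rate constants were normalized to DMSO controls.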
Giardia killer: Giardia lamblia killing | Giardia lamblia trophozoite viability | activity change, % at 7.66 µM, hits read low | 340,000 compounds, 0.15% hits | AID 540267; in the data active means activity change below about -80%; inconclusive means between about -30% and that limit;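 further: parasites exposed to compound for two days anaerobically before the ATP read; on the % scale 0 is the no-effect control and ±100 the full control effect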
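Anaerobic 48 hrs incubation at 37 deg C of 100 trophozoites/well with test compounds; ATPLite 1-Step luminescence, 15-30 min RT, reports cellular ATP as viability.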
Coupling enz: counter-screen for Giardia aldolase inhibitors: coupling enzyme system; coupling enzyme system counterscreen, AmpLite Red fluorescence; activity change, negative = inhibition, % at 58.2 µM, hits read low; 290,000 compounds, 0.67% hits; AID 2472; in the data active means activity change below about -30%; further: on the % scale 0 is the no-effect control and ±100 the full control effect
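Fluorescence at 525 nm excitation and 598 nm emission measured inhibition of the coupled detection system without aldolase. Compounds (at 57.5 uM final) were preincubated 10 min at room temperature with coupling enzyme reagent before a 20 min substrate/AmpLite Red step.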
MLL CXXC-DNA inh: blocks binding of human MLL CXXC domain to DNA; Q03164; MLL-CXXC / FITC-HOXA9 DNA fluorescence polarization; Potency, µM (highest dose often 115 µM), for the others: at the highest dose activity change, negative = inhibition, usual class: inhibitors; 290,000 compounds, 0.037% hits; AID 2662; active means well fitted inhibition curve with a large enough effect in the polarisation, with a control signal flat, not every such curve was filed as active; inconclusive means small, poorly fitted or top-dose-only effect, or effect the other way, or a change in a side signal; inactive means no such curve, though single readings can be large or run the other way; the % refers to the polarisation; further: potency means the concentration at half of the fitted maximal effect
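Steps: dispense CXXC domain solution (7 uM) → pin compounds or unlabeled HOX-A9 DNA control → 5 min ambient → add FLSN-HOX-A9 solution (50 nM) → spin → 30 min ambient → fluorescence polarization. Tris pH 7.5/NaCl/DTT/BSA buffer.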
Numbers without * were called inactive; ? = inconclusive; · = no result given; [ ] = another dose, or the depositor's remark. Unless noted, the call rests on the fitted dose curve; in most records, active means well fitted curve in the direction sought with a large enough effect; inconclusive means small, poorly fitted or top-dose-only effect, or another doubt; inactive means no such curve, though single readings can be large; an effect the other way counts as inactive or inconclusive.

SMILES | A-T KAP1 phos | TCR activator | BCR signal inh | GALK inhibitor | TSHR antagonist | Tb PFK block | KCNH2 WT inh | Giardia killer | Coupling enz | MLL CXXC-DNA inh
COc1ccccc1CN1CCNC(=O)C1CC(=O)NCC1CCOCC1 (configuration not stated) | -10% | -3% | ? | -5% | 13 | 1% | -1 | 16 | · | 6%
C/C(=N\Nc1cc(C(F)(F)F)ccc1Cl)c1ccccc1O | 26% | -3%[46.1 µM] | 0% | · | -10 | -4% | -3 | 7 | -6 | 10%
COc1ccc(NC(=O)CN(C)C(=O)c2ccc(NC3CC3)c([N+](=O)[O-])c2)cc1 | -1% | -2% | 6% | · | 0 | 7% | -14 | 2 | · | ·
CC(C)C[C@H](NC(=O)C1CCN(S(=O)(=O)c2ccccc2)CC1)C(=O)NCc1ccncc1 | 3% | -2% | 1% | -1% | -9 | 2% | -2 | 14 | · | -4%
CCN(CC)c1ccc(N=Cc2cc(Br)ccc2O)cc1 | -3% | -4% | -13% | -3% | -2 | -12% | -6 | 8 | -22 | ?
COc1cc(C(=O)NC(=S)Nc2cccc(-c3cc4ccccc4oc3=O)c2)cc(OC)c1OC | 3% | -1% | -12% | -1% | -15 | -2% | 4 | -1 | 0 | 10%
N#C/C(=C\c1ccccc1O)C(=O)Nc1ccccn1 | -6% | -2% | -2% | -2% | -4 | 4% | -4 | 0 | 1 | -11%
COc1ccc(CCn2c(C)cc(C(=O)CSc3nnc(N)s3)c2C)cc1 | 1% | 1% | -13% | 6% | -14 | -2% | 0 | -3 | -1 | -3%
CCOC(=O)c1c(C)[nH]c(C(=O)OCc2csc(CC(=O)Nc3ccccc3C)n2)c1C | 3% | -7% | -10% | · | 0 | 0% | 0 | 9 | · | ·
O=C(c1cc(-c2cccc3ccccc23)nc2ccccc12)N1CCN(CCO)CC1 | 5% | · | ? | · | · | 4% | -9 | -12 | · | ·
CC(C)NC(=O)CCNC(=O)c1ccc(F)cc1 | 1% | -2% | 2% | 2% | -8 | 4% | 2 | -11 | 9 | 11%
O=c1cc(CSc2nnnn2-c2ccccc2)nc2sccn12 | · | 0% | 0% | -3% | 15 | 3% | -6 | 4 | 1 | 0%
O=C(OCc1ccc([N+](=O)[O-])cc1)c1cnc(Cl)c(Cl)c1 | 3% | -1% | ? | 0% | -12 | ? | -4 | -7 | -2 | 15%
CCOC(=O)c1[nH]c2ccccc2c1NC(=O)c1ccc2c(c1)OCO2 | 14% | 11% | ? | 0% | 6 | 4% | -4 | -12 | 3 | -7%
CCCCn1c(CCCNC(=O)CC)nc2ccccc21 | -1% | -2% | ? | 4% | 15 | -7% | 2 | -27 | -3 | -6%
O=C1c2ccccc2C(=O)N1CCc1csc(-c2cccc(Cl)c2)n1 | 19% | -6% | 2% | 0% | -9 | 0% | 8 | 8 | -7 | 4%
CCOC(=O)c1cc2c(=O)n3ccccc3nc2n(CCCOC)c1=NC(=O)c1ccncc1 | -4% | 6% | -2% | -1% | 11 | -1% | 2 | 1 | 5 | -2%
NS(=O)(=O)c1ccc(NC(=O)/C=C/c2ccccc2Cl)cc1 | 1% | · | ? | 9% | -1 | -1% | 2 | 2 | -1 | 18%
Cc1ccc(CNc2ncc(-c3ccccc3)n2C)o1 | -2% | 5% | ? | 3% | 8 | -7% | · | 7 | -1 | 6%
O=c1oc2ccccc2cc1-c1csc(NN=C2CCCC2)n1 | 6% | 9% | ? | 1% | 6 | -1% | -5 | -4 | 0 | 5%
CSc1ccc(CNC(=O)C2Cc3cc(S(=O)(=O)N4CCCCC4)ccc3N2C(C)=O)cc1 (configuration not stated) | 0% | -18% | 0% | 3% | -8 | 0% | -4 | 20 | · | 11%
Cc1ccc(C(=O)Nc2ccc(C(=O)/C=C/c3cccs3)cc2)cc1 | -3% | · | -3% | -5% | 7 | 3% | -2 | 22 | 3 | 19%
COc1ccccc1NC(=O)c1nn(-c2ccc(OC(F)(F)F)cc2)ccc1=O | 2% | 2% | -3% | -2% | -5 | -6% | 3 | 12 | 1 | -1%
O=C(N/N=C/c1ccc(O)cc1)c1cc[n+](Cc2ccccc2)cc1 | -4% | -6%[46.1 µM] | -6% | -4% | 0 | 1% | 17 | -14 | 2 | 15%
CN1CCN(S(=O)(=O)c2ccc(Sc3nnc(-c4cccs4)n3-c3ccccc3)nc2)CC1 | 12% | 1% | 1% | -1% | -8 | -6% | 0 | 2 | 0 | -4%
COc1ccc(CCNC(=O)COC(=O)c2sc(C)nc2C)cc1 | 0% | · | -1% | · | 1 | -6% | -1 | 7 | · | ·
Cc1nnc(SCc2cccs2)[nH]c1=O | 1% | -4% | ? | 0% | 1 | -4% | -3 | -6 | 4 | 7%
O=C1c2ccccc2C2(c3ccccc3)N1CCN2C(=O)C(Cl)(Cl)Cl (configuration not stated) | -11% | 7% | -1% | 4% | -3 | 1% | 8 | -3 | -1 | ?
C=C1C(=O)O[C@H]2[C@H]1[C@@H](O)CC(=C)[C@@H]1CC(=O)[C@@H](C)[C@H]21 | -3% | -5% | ? | 0% | 8 | 10% | -4 | -8 | 0 | 7%
O=C(CSc1ccccc1)Nc1ccccc1C(=O)O | · | 6% | · | 0% | · | · | 5 | -5 | 2 | -1%
O=C(Nc1ccc(F)c([N+](=O)[O-])c1)C1CC(=O)N(Cc2ccccc2)C1 (configuration not stated) | -6% | 9% | 9% | 15% | -1 | -1% | -16 | 8 | 0 | -4%
CC1CCCCC1NC(=O)COC(=O)c1ccccc1NC(=O)c1ccco1 (configuration not stated) | -4% | 1% | 1% | 0% | 9 | 0% | -8 | 20 | 4 | 7%
Cc1sc2nc(CSCC(=O)Nc3ccc(C(=O)N(C)C)cc3)[nH]c(=O)c2c1C | -2% | 2% | 7% | · | -4 | 0% | 2 | -6 | · | ·
COc1ccc(-c2c(C)cc3oc(=O)cc(-c4ccccc4)c3c2C)cc1F | 8% | 9%[46.1 µM] | 9% | · | -3 | 3% | -10 | 2 | 9 | ·
N/C(=N\OC(=O)COc1ccc(Br)cc1Cl)c1ccncc1 | 0% | -1%[46.1 µM] | 8% | -2% | 6 | 0% | -23 | -7 | 2 | -2%
COc1cc2[nH]c(=S)nc(Nc3ccc(NC(C)=O)cc3)c2cc1OC | 19% | -8% | -7% | -1% | 3 | -13% | -2 | -7 | -1 | -5%
CCOc1ccc(CCNC(=O)CCNC(=O)c2ccc(Br)cc2)cc1OCC | -1% | 4% | 0% | 0% | 0 | -6% | -9 | 27 | · | -3%
Cc1c(C(=O)N2CCN(c3ccc([N+](=O)[O-])cc3)CC2)oc2ccccc12 | -8% | 4% | 0% | · | -18 | -8% | -18 | -7 | · | ·
CCN(CC)S(=O)(=O)c1cccc(C(=O)Nc2nc3cc4c(cc3s2)OCCO4)c1 | 1% | 6% | ? | 3% | -78* | -2% | 35 | 13 | -3 | -14%
CCCc1cc(=O)n2nc(N3CCC(C(=O)N4CCN(c5cccc(OC)c5)CC4)CC3)sc2n1 | -1% | 8% | -1% | -9% | 6 | -1% | -1 | 1 | · | 48%[activator]
O=C(/C=C/c1ccc(-c2ccc(F)cc2)o1)N1CCCC1 | -4% | 4% | ? | -3% | -1 | 4% | 0 | -20 | 2 | 4%
NS(=O)(=O)c1ccc(CCNc2ccc(C(F)(F)F)cn2)cc1 | 0% | -4% | ? | -1% | -4 | 4% | -13 | 1 | -5 | 19%
COc1cccc(CNC(=O)CCc2ccc(OC)c(OC)c2)c1 | -2% | 9% | 6% | -1% | 1 | -8% | 8 | 5 | 0 | -10%
CCN1CCN(CC(=O)N2N=CCC2c2ccccc2)CC1 (configuration not stated) | 23% | -3% | 0% | -1% | -4 | 3% | 2 | 5 | 3 | 0%
O=C(NC1CCCC1)C(c1ccncc1)N(C(=O)c1csnn1)c1cccc(F)c1 (configuration not stated) | -13% | 3% | 0% | 5% | -2 | 0% | -6 | -4 | 0 | 0%
O=C(CN1CCOCC1)NN1CC(=O)N(c2ccc(Cl)cc2)CC1=O | -7% | 0% | 0% | -2% | -1 | 0% | 0 | 13 | -1 | -3%
Cc1cc(C)c(C)c(S(=O)(=O)NCC(=O)Nc2sc3c(c2C(N)=O)CCCC3)c1C | -3% | -19% | 13% | -5% | -1 | 0% | -2 | -12 | -1 | 13%
O=C(CN(Cc1ccco1)S(=O)(=O)c1cccs1)Nc1ccccc1C(F)(F)F | -4% | 3% | 0% | -3% | -8 | 3% | 10 | 0 | 2 | -11%
